PHOSPHO1 inh – PHOSPHO1 (human) inhibition | Q8TCT1 | recombinant PHOSPHO1, absorbance phosphatase assay | inhibition, % at 13.3 µM | 1.1% of 290,000 active; in the data active = inhibition above about 60%
OXTR agonist – agonists of human oxytocin receptor. CHO-OTR cells, Fluo-8 calcium fluorescence; normalized: DMSO 0%, oxytocin 100%. 0.32% of 320,000 active. AID 2435. activation, % at 3 µM;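 active = activation above the mean of all tested compounds plus 3 SD, cutoff set per screening run, cut at about 20% in these data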;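 note: peak over basal fluorescence ratio from a 100 s FLIPR kinetic read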
Target sequence (P30559 whole entry, looked up): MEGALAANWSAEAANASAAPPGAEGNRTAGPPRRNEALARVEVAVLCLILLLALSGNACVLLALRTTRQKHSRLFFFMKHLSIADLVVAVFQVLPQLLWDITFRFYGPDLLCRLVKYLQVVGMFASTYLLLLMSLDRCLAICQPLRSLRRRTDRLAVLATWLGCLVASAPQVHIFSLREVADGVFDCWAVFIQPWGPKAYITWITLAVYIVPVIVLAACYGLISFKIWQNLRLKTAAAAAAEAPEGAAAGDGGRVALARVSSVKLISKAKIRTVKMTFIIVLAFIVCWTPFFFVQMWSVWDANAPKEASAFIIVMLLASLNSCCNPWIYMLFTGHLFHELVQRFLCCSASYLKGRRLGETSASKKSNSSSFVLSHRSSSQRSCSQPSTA
MEKK2 WT-MEK5 – raises or lowers MEK5 binding to wildtype human MEKK2 PB1 domain; Q9Y2U5; bead flow cytometry, Alexa488-MEK5 binding to MEKK2 WT; actives lie on both sides; binding response (% of control), % at 10 µM; 1.1% of 290,000 active; AID 1531; in the data active = binding response below about 67% or above about 130%
GPR7 antagonist – human neuropeptides B/W receptor 1 antagonism. 1.1% of 290,000 active. AID 1861. inhibition, % at 4.4 µM. P48145. GPR7-expressing cells, fluorescence antagonist assay; in the data active = inhibition above about 16%, passing the limit was not always enough;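 note: cells stimulated with the agonist NPW; 0% = agonist with vehicle and 100% = vehicle without agonist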
Target sequence (P48145 whole entry, looked up): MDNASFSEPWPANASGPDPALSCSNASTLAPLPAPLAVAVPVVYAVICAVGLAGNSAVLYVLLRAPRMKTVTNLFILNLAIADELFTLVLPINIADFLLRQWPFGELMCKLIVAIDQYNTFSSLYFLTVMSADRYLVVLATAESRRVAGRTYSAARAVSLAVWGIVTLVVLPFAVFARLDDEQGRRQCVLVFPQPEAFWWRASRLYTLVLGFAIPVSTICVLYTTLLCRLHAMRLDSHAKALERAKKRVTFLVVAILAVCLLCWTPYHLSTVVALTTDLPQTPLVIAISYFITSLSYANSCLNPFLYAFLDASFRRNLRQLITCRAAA
V1R ag counter – counter-screen for oxytocin receptor agonists: human V1a receptor agonists; P37288; CHO-V1R cells, Fluo-8 calcium fluorescence, agonist mode; 0% DMSO, 100% 3 nM vasopressin; activation, % at 3 µM; 0.25% of 320,000 active; AID 2797;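 active = activation above the mean activation of all tested compounds plus 3 SD, per screening run, cut at about 20% in these data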;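 note: signal is peak over basal fluorescence ratio across a 100 second FLIPR read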
NALP1 yeast inh – blocks the NALP1 inflammasome reconstituted in yeast; S. cerevisiae NALP1/ASC/caspase-1 growth, X-gal OD620, 72 h; inhibition, % at 10 µM; 0.61% of 280,000 active; AID 2071; in the data active = inhibition mostly above about 24%, no sharp cut-off; inactive = mostly below about 32%; note: some compounds called inactive have numbers as strong as hits
GalR3 antag – human GalR3 antagonism; 0.44% of 360,000 active; AID 651719; O60755; HEK293 GalR3-CNG cAMP membrane potential fluorescence; galR3 body fused to GalR1 C-terminus; inhibition, % at 3 µM;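 active = inhibition above the screen-wide average plus 3 SD, cut at about 13% in these data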;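 note: forskolin and galanin both at EC90 stimulate the cells; cAMP rise reported by CNG channel membrane potential dye signal; 0% = forskolin plus galanin with DMSO and 100% = forskolin alone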
Target sequence (O60755 1-299 limits assumed): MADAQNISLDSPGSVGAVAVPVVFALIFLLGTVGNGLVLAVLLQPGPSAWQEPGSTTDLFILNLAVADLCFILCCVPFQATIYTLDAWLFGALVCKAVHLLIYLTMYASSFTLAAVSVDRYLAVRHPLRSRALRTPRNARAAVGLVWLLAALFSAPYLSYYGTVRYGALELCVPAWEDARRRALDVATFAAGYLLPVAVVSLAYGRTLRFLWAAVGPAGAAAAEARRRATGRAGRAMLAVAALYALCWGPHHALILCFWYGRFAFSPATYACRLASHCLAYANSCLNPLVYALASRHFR
MEKK2mut PB1 HTS – signal of MEK5 binding to mutant human MEKK2 PB1 domain. bead flow cytometry, Alexa488-MEK5 binding to MEKK2 mutant. percent response, % at 10 µM. 0.35% of 290,000 active. AID 1530; in the data active = percent response above about 24%, passing the limit was not always enough; note: inactives centre near 1; some results filed as inactive read as strong as hits; reference of the scale not given here
MEKK3 PB1 HTS – modulators (inhibitors or enhancers) of MEK5 binding to human MEKK3 PB1 domain; Q99759; bead-based flow cytometry, Alexa488-MEK5 binding to MEKK3; actives lie on both sides; 0 = blocked by unlabeled MEK5, 100 = vehicle; binding response (% of control), % at 10 µM; 1.4% of 290,000 active; AID 1529;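 active = binding response more than 3 SD above or below the average of its plate-row segment, actives on both sides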;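 note: Alexa488 bead fluorescence after subtracting the streptavidin-only scavenger bead signal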
* hit, by the source's call; / = not tested or not shown; [ ] = dose if it differs, or a comment.

SMILES	PHOSPHO1 inh	OXTR agonist	MEKK2 WT-MEK5	GPR7 antagonist	V1R ag counter	NALP1 yeast inh	GalR3 antag	MEKK2mut PB1 HTS	MEKK3 PB1 HTS
O=C(COc1ccccc1Cl)Nc1ccc(CN2CCOCC2)cc1	13	2.4	112	13	11	0	-1	10	107
CC1CCN(S(=O)(=O)c2ccc(S(=O)(=O)NCC3COCCO3)cc2)CC1 (configuration not stated)	-10	-1.0	108	-10	0.0	-9	-5	6	107
CC12CN3CC(C)(CN(C1)C3c1ccc3c(c1)OCO3)C2 (configuration not stated)	-11	-0.1	95	-5	-0.1	3	-1	1	98
CN1CCN(C(=O)/C(=C\c2cccs2)NC(=O)c2cccs2)CC1	3	0.1	102	-2	0.2	10	-10	0	103
COc1ccccc1/C(C)=N/NC(=O)c1nnn(-c2nonc2N)c1C(C)C	34	1.2	99	7	2.1	38	-7	-2	100
Cc1nc(SCC(=O)Nc2ccccc2C(F)(F)F)c(C#N)c(C)c1CC(=O)c1ccc(Br)cc1	12	0.5	98	-8	-0.5	13	-3	-2	98
CC1=NN(C(C#N)c2ccc(F)cc2)C(C)(C)C1 (configuration not stated)	32	1.0	106	-16	0.4	-6	-5	6	101
CCN(CC)CCNC(=O)c1ccc(-n2c(C)cc3c2CCCC3=O)cc1	-6	0.5	104	-7	-1.1	5	-2	5	94
CC1Cc2cc(S(=O)(=O)NCCC(=O)N(C)Cc3ccccc3)ccc2N1C(=O)C1CC1 (configuration not stated)	22	5.0	100	-7	8.7	6	-7	3	102
CCc1ccccc1N1C(=O)C2C3C=CC(CC3)C2C1=O (configuration not stated)	24	0.7	106	-5	0.3	33	-7	4	103
O=C(c1cc(-c2ccc(Br)cc2)n[nH]1)N1CCN(C(=O)c2ccccc2Br)CC1	53	6.2	105	-4	9.9	12	-2	6	103
COCCCNCCOCCOc1ccc(C)cc1Br	-4	-0.4	95	-1	0.7	28	-10	0	95
Cc1cccc(OCC(=O)N2CCC(N3CCOCC3)CC2)c1	-8	0.5	109	-2	1.4	11	-5	6	103
Cc1ccc(/C=C/C(=O)Nc2ccncc2)o1	-19	-0.2	117	0	0.8	25	3	1	112
Cc1ccccc1OCC(=O)N(Cc1cccc(F)c1)C1CCS(=O)(=O)C1 (configuration not stated)	33	1.5	100	-2	1.5	-4	-2	3	101
COc1ccc(CN(C)C(=O)c2[nH]c(C)c(C(C)=O)c2C)c(OC)c1OC	28	5.9	99	21*	6.6	-4	-8	4	101
COc1ccc(C2CC(c3ccccc3O)=NN2C(=O)c2ccccc2)cc1OC (configuration not stated)	24	3.4	102	-2	6.0	3	-11	3	105
O=C(O)CCCC(=O)OCCCCc1cccs1	0	1.1	91	-10	1.0	24	-1	-4	96
CCOc1ccc(NC(=O)C(C)O)c(NS(=O)(=O)c2ccc(CCNC(C)=O)cc2)c1 (configuration not stated)	-27	1.3	99	-9	0.3	13	-1	-1	92
Cc1ccc(Cn2c(C)nc3ccc([N+](=O)[O-])cc3c2=O)cc1	3	4.4	102	11	5.5	10	-11	3	100

The final 2 compounds of the section above come first, to join the parts:
SMILES	PHOSPHO1 inh	OXTR agonist	MEKK2 WT-MEK5	GPR7 antagonist	V1R ag counter	NALP1 yeast inh	GalR3 antag	MEKK2mut PB1 HTS	MEKK3 PB1 HTS
CCOc1ccc(NC(=O)C(C)O)c(NS(=O)(=O)c2ccc(CCNC(C)=O)cc2)c1 (configuration not stated)	-27	1.3	99	-9	0.3	13	-1	-1	92
Cc1ccc(Cn2c(C)nc3ccc([N+](=O)[O-])cc3c2=O)cc1	3	4.4	102	11	5.5	10	-11	3	100
Cc1cccc(OCC(=O)OC(C)CN2CCCCC2)c1 (configuration not stated)	39	-0.1	100	-7	1.2	0	-9	-2	102
CCN(CCO)c1ccc(-n2c(N)c(C(=O)OC)c3nc4ccccc4nc32)cc1	21	-0.1	108	-13	-0.1	8	1	6	106
O=C(O)c1ccc2c(=O)n3cc(C(=O)c4ccccc4O)cc(Cl)c3nc2c1	50	0.6	92	-1	1.9	/	-3	5	103
Cc1c(Cl)cccc1NC(=O)c1ccco1	8	0.5	108	-22	0.3	13	-5	4	110
COc1cc(C(=O)NC(=S)Nc2ccccc2N2CCOCC2)cc(OC)c1OC	-6	-1.2	102	-27	-0.8	8	4	4	97
CS(=O)(=O)N1CCN(c2ccccc2F)CC1	-12	0.0	102	5	1.2	-18	0	7	98
Cc1c(Cc2ccccc2)c(=O)oc2c(O)c(O)ccc12	8	/	98	5	/	-7	-3	1	96
CCN(CC)CCn1c(=S)[nH]c2cc(C(=O)NCc3ccccc3Cl)ccc2c1=O	-17	0.3	105	-5	-0.4	1	-9	2	101
COc1ccc(/C=C/C(=O)NCCSCc2ccco2)cc1OC	16	-1.4	102	0	1.2	39*	-4	0	105
COc1ccc(CN2CCNC(=O)C2CC(=O)NCCc2cnccn2)cc1C (configuration not stated)	/	/	102	3	/	20	-1	-2	99
COc1ccc(/C=C(\NC(=O)c2ccc(OC)c(OC)c2)C(=O)N2CCN(C)CC2)cc1	26	0.1	104	-2	-0.4	13	-11	0	102
CC1C(C#N)=C(N)OC2=C1C(=O)CC(c1ccccc1)C2 (configuration not stated)	28	0.2	95	2	0.7	-18	-3	2	97
COC(=O)c1ccccc1NC(=O)CNC(=O)c1ccc(OC)cc1	-1	0.5	109	-8	0.7	-4	-5	-1	110
CCC(C)NC(=O)C1(O)c2cc(Br)ccc2NC(=O)N1c1cccc(OC)c1 (configuration not stated)	16	0.0	109	6	0.5	13	-8	10	106
CCCCOC(=O)C1=C(C)NC(=O)NC1c1cccc([N+](=O)[O-])c1 (configuration not stated)	24	-0.7	103	-5	-0.5	22	-6	-1	100
Cc1ccc(Cn2ccnc2C(=O)Nc2ccccc2)cc1	28	-1.0	105	-13	4.2	-14	-2	6	101
COc1ccc(-c2[nH]ncc2CN2CCCC(C(=O)c3ccc(OC)cc3OC)C2)cc1 (configuration not stated)	40	0.1	113	-14	-0.3	-5	-2	13	104
CC1(C)Cc2c(C#N)c(N)sc(=S)c2CO1	80*	0.5	75	-6	0.3	1	5	-8	94
CC(=O)N/N=C/c1cc([N+](=O)[O-])ccc1OCCOc1ccccc1	-15	-1.0	103	16	0.1	-5	-6	-3	94
CSC1=N/C(=C\c2ccc(C)cc2)C(=O)S1	19	-1.1	102	-5	0.2	7	0	9	101
COc1ccc(O)c(C=NCC(C)N=Cc2cc(OC)ccc2O)c1 (configuration not stated)	1	-0.4	98	-4	-0.2	-1	-3	-2	110
CCn1c(=O)c(C(=O)NCc2ccccn2)c(O)c2ccccc21	-2	-1.7	109	6	-1.1	7	-3	5	107
CCc1nnc(NC(=O)CSc2nnc(COc3ccc(C#N)cc3)n2-c2ccccc2)s1	46	-0.1	100	5	0.9	-20	-6	0	99
Cc1ccc(SC(CC(=O)c2ccc(F)cc2)C(=O)O)cc1 (configuration not stated)	6	0.5	107	-13	1.3	4	-7	7	104
CCOC(=O)C1CCN(C(=O)C2CCN(S(=O)(=O)N3CCC4(CC3)OCCO4)CC2)CC1	20	0.3	100	-4	1.6	10	-2	1	101
O=C(CSc1oc(-c2ccc(F)cc2)nc1S(=O)(=O)c1ccc(F)cc1)NCC1CCCO1 (configuration not stated)	-1	0.3	97	-16	0.8	-10	-6	-1	100
CCCc1cc2c(cc1NC(=O)c1ccc(C(C)(C)C)cc1)OCO2	-3	-2.4	93	-11	-1.2	34	-3	-4	91
C=C(C)C1Cc2c(C)nn(-c3cccc4cccnc34)c2C1 (configuration not stated)	46	-2.5	82	-5	-0.7	6	-9	-16	81
Cc1cccc(C(=O)O/N=C(\N)c2ccc(Br)cc2)c1	18	-0.9	101	-13	-0.5	-1	-4	6	102
Cc1ccc2[nH]c3c(N4CCN(Cc5ccc6c(c5)OCO6)CC4)ncnc3c2c1	21	/	/	-7	/	5	0	/	/
CCC(=O)Nc1nc2c(OC)ccc(C)c2s1	0	-1.8	104	-3	-0.1	22	/	7	107
O=C(Nc1ccc2c(c1)CCC2)c1ccc(Cl)nc1	52	-2.6	83	-2	-0.9	15	-8	-10	90
Cc1ccc(S(=O)(=O)NC(C)C(c2cccs2)N2CCN(c3ccccc3)CC2)cc1 (configuration not stated)	10	-2.0	105	-6	-0.6	32	/	3	105
CC(NC(=O)/C(C#N)=C/c1ccc(Cl)c([N+](=O)[O-])c1)c1ccccc1 (configuration not stated)	-4	-0.6	91	-10	1.5	57	-7	5	99
Cc1cc(NS(=O)(=O)c2ccc(NC(=O)COc3ccccc3[N+](=O)[O-])cc2)no1	28	0.3	105	-20	1.4	-13	3	6	103
COc1ccc(CNC(=O)Nc2cccc(C(F)(F)F)c2)cc1OC	13	1.0	105	3	4.3	9	-5	14	104
CCCSc1nc(N)nc(-c2cccs2)c1C#N	12	-2.4	106	-10	-0.9	-5	-4	9	102
Cc1ccc(CNC(=O)CSc2nnc(CNC(=O)c3ccccc3)o2)cc1	29	-1.0	106	-7	0.0	17	0	8	107
COc1ccccc1NC(=O)CSc1ccc(-c2cccs2)nn1	-20	-1.9	95	2	1.6	-1	-5	-16	93
CCN(CC)S(=O)(=O)c1ccc(N2CCOCC2)c(NC(=O)C2CCCC2)c1	-41	-0.1	102	8	-0.1	18	2	0	102

The list goes on, overlapping the part above by 5 compounds.
SMILES	PHOSPHO1 inh	OXTR agonist	MEKK2 WT-MEK5	GPR7 antagonist	V1R ag counter	NALP1 yeast inh	GalR3 antag	MEKK2mut PB1 HTS	MEKK3 PB1 HTS
COc1ccc(CNC(=O)Nc2cccc(C(F)(F)F)c2)cc1OC	13	1.0	105	3	4.3	9	-5	14	104
CCCSc1nc(N)nc(-c2cccs2)c1C#N	12	-2.4	106	-10	-0.9	-5	-4	9	102
Cc1ccc(CNC(=O)CSc2nnc(CNC(=O)c3ccccc3)o2)cc1	29	-1.0	106	-7	0.0	17	0	8	107
COc1ccccc1NC(=O)CSc1ccc(-c2cccs2)nn1	-20	-1.9	95	2	1.6	-1	-5	-16	93
CCN(CC)S(=O)(=O)c1ccc(N2CCOCC2)c(NC(=O)C2CCCC2)c1	-41	-0.1	102	8	-0.1	18	2	0	102
Cc1ccc2c(cnn2C(=O)CCCC(=O)NC(C)c2ccccc2)c1 (configuration not stated)	44	-1.9	100	-3	1.2	9	/	3	104
CCOc1cc(/C=C2/C(=N)N3N=C(C)SC3=NC2=O)ccc1OS(=O)(=O)c1ccc(C)cc1	-14	-1.3	92	3	1.1	-3	-8	-3	101
COc1ccc(S(N)(=O)=O)cc1C(=O)NCC(C)(C)N1CCOCC1	35	-0.4	100	-11	1.4	14	-9	6	95
CC(=O)Nc1nc(-c2cccc3ccccc23)cs1	34	-1.3	102	-6	-0.1	23	-6	0	105
CC(=O)OC1COC(n2c(O)c(N=NC(N)=S)c3ccccc32)C(OC(C)=O)C1OC(C)=O (configuration not stated)	24	-0.4	103	-12	-0.2	6	-2	11	100
NC(=O)NC(CC(=O)NCc1ccc2c(c1)OCO2)c1ccccc1Cl (configuration not stated)	32	0.8	98	7	0.1	16	-7	-3	98
NS(=O)(=O)c1ccc(NC(=O)CSc2nnc(-c3cnccn3)n2-c2ccccc2)cc1	7	0.1	107	5	-0.7	16	-2	6	110
O=C(Nc1nc2ccccc2[nH]1)c1ccccc1	9	0.1	21*[inhibitor]	3	-0.4	8	-4	-23	13*[inhibitor]
CC(C)OC(=O)CSc1nnc(-c2ccc(Cl)cc2Cl)o1	23	-2.4	98	-10	-0.3	10	-5	-2	91
COC(=O)CNC(=O)C1CCN(c2nc(C)cc(C)n2)CC1	18	0.4	97	-7	1.5	5	-4	-5	93
S=C(Nc1ccccc1Cl)N1CCN(Cc2ccccc2)CC1	9	0.3	101	-4	-0.5	30	-3	1	97
Cn1[nH]c(CSc2ccc(Cl)cc2)cc1=O	28	-0.8	72	13	2.3	9	-6	-13	57
